# Screens: PubChem BioAssay, Sanford-Burnham Center for Chemical Genomics
# SENP1 inh: inhibitors of human SENP1 SUMO protease catalytic domain; actives 0.21% (n = 360,000); AID 624204; inhibition, % at 10 µM; recombinant SENP1 catalytic domain, CyPet-SUMO1-YPet FRET cleavage;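 active = inhibition at least 30% at 10 µM, raw YFP signal under a set limit, fluorescence ratio 0.5 to 1.5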;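 note: 0% = enzyme with DMSO and 100% = no enzyme wells; some results filed as inactive read as strong as hits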
# Target sequence (Q9P0U3 419-644 limits assumed): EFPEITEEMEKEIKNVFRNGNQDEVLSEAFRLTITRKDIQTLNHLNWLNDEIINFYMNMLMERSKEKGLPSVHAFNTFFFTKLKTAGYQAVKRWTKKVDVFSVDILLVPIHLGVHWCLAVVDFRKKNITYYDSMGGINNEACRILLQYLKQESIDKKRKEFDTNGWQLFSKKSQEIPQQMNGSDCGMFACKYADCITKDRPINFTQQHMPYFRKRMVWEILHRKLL
#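 Controls: no-enzyme wells low, DMSO-plus-enzyme wells high control. Test system: human recombinant His6-tagged SENP1 catalytic domain enzyme. Reagent: SFCypet-SUMO1-SFYpet FRET protein substrate, 25 nM final. Doses: one dose per compound, 10 µM, 0.5% DMSO. Detection: FRET, CFP and YFP emission. Timing: 50 min reaction at room temperature.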
# SENP6 block: inhibitors of human SENP6 protease; Recombinant SENP6 catalytic domain, aminoluciferin luminescence; actives 1.8% (n = 330,000); Q9GZR1; inhibition, % at 10 µM;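 active = inhibition above about 50% at the single tested dose, limit read from the data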;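 note: plate controls were DMSO wells with enzyme for no effect and DMSO wells lacking enzyme for full effect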
# Target sequence (Q9GZR1 628-1112 limits assumed): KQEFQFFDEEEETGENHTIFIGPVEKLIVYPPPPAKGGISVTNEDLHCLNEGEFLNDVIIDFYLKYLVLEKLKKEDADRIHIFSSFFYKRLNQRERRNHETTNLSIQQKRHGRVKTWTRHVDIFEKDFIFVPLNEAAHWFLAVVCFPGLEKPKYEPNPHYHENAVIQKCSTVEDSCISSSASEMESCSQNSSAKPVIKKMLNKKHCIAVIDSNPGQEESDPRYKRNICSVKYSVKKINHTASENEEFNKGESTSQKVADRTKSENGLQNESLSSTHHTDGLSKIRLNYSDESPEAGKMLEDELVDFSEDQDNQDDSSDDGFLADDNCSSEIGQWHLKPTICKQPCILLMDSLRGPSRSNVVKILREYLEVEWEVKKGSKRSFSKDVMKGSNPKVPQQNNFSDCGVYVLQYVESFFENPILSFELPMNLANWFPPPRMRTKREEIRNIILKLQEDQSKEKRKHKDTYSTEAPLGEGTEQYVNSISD
# PfGluPho inh: PfG6PD (Plasmodium falciparum) enzyme inhibition. PfGluPho enzyme, NADPH resazurin-diaphorase fluorescence. inhibition, % at 20 µM. actives 0.78% (n = 350,000). AID 504690;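 active = inhibition reaching at least a set limit at 20 µM in the primary screen, cut at about 59% in these data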;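 note: 0% = DMSO wells with substrate and 100% = DMSO wells lacking glucose-6-phosphate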
# SENP7 block: inhibitors of human SENP7 protease | Q9BQF6 | recombinant SENP7, Z-RLRGG-aminoluciferin luminescence, 40 min | inhibition, % at 5 µM | actives 1.5% (n = 330,000);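 active = inhibition above about 50% at the single test dose, limit read from the data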;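 note: plate controls were DMSO with enzyme for no effect and no enzyme buffer wells for full effect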
# HKDC1 inhibitor: blocks human hexokinase HKDC1 activity. AID 493160. Q2TB90. recombinant HKDC1, G6PDH/diaphorase resazurin coupled fluorescence. actives 0.16% (n = 340,000). inhibition, % at 20 µM;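 active = inhibition above about 35% when tested at 20 µM, limit read from the data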;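 note: plate controls were DMSO wells with enzyme for no effect and DMSO wells lacking enzyme for full effect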
#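 System: Recombinant HKDC1 hexokinase | Amount: HKDC1 at 5 µg/mL | Reagent: Glucose with 1 mM ATP | Doses: Single 20 µM dose | Incubation: Reaction time 90 min, room temperature, protected from light | Signal: Coupled resazurin fluorescence, excitation 525 nm, emission 613 nm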
# Apaf-1 inh: blocks human Apaf-1 apoptosome activity; O14727; reconstituted apoptosome caspase-3 activity, DEVD-Rh110 fluorescence; inhibition, % at 20 µM; actives 0.71% (n = 330,000); AID 489030; active = inhibition of at least 40% at 20 µM;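 note: plate controls were DMSO wells for no effect and DEVD-CHO caspase inhibitor wells for full effect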
#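 System – cell-free apoptosome with Apaf-1, procaspase-3 and caspase-9 · Buffer or medium – pH 7.5 Hepes buffer with CHAPS, BSA, DTT · Also added – cytochrome c with DEVD-Rh110 · Times – 30 min compound preincubation, 50 min activation, room temperature · Technique – Rh110 fluorescence intensity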
# SENP8 block-1: SENP8 protease inhibition; purified SENP8, Z-RLRGG-aminoluciferin cleavage, luminescence; inhibition, % at 10 µM; actives 1.2% (n = 330,000); AID 2540; in the data active = inhibition above about 50%
# Target sequence (Q96LD8 whole entry, looked up): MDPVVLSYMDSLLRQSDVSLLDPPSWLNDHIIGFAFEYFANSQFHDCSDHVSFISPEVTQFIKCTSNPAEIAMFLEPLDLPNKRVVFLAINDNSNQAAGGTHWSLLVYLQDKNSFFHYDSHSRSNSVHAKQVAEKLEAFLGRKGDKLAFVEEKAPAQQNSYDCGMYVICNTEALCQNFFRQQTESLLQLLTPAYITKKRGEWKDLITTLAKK
# NLRP3 yeast inh: NALP3 inhibition in yeast. actives 0.39% (n = 330,000). Yeast reconstituted NLRP3/ASC/caspase-1, beta-gal luminescence, 24 h. inhibition, % at 10 µM;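 active = inhibition of 50% or more; inactive = inhibition below 50%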;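 note: plate controls were induced DMSO wells for no effect and uninduced yeast grown without galactose for full effect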
# SENP8 block-2: inhibitors of human SENP8 protease. inhibition, % at 20 µM. recombinant SENP8, Nedd8 substrate fluorescence. actives 0.64% (n = 360,000). AID 602440; in the data active = inhibition mostly above about 40%, no sharp cut-off; inactive = mostly below about 27%
# Numbers without * were called inactive; · = not tested or not shown.
item	SMILES	SENP1 inh	SENP6 block	PfGluPho inh	SENP7 block	HKDC1 inhibitor
1	CCOc1ccc(S(=O)(=O)Nc2cc(SCC(=O)O)c(O)c3ccccc23)cc1	0	·	104*	·	60*
2	CC1CC(C)CN(C(=O)C2CCN(S(=O)(=O)c3cccs3)CC2)C1 (stereo not given)	0	-2	12	6	-3
3	COCCNC(=O)C(=O)NCCN1CCNCC1	1	-19	-6	-1	-2
4	COc1cc(C(C)=O)ccc1OCC(=O)Nc1ccccc1N1CCCCC1	-1	-6	13	4	-3
5	O=C(c1ccc(Cl)c([N+](=O)[O-])c1)N(c1ccccn1)c1ccccn1	0	-13	7	5	-6
6	CN(CCCN1CCCCC1)C(=O)c1cc(COc2ccc(F)cc2F)on1	-3	0	3	-2	-2
7	COc1ccc(NC(=O)CC2S/C(=N\c3nccs3)N(C)C2=O)cc1 (stereo not given)	1	-25	6	1	-5
8	CN(Cc1cccs1)C(=O)COc1cccc2c1OC(C)(C)C2	-1	-11	-7	-2	-3
9	O=C(O)COc1ccccc1-c1nc(-c2ccccc2)c(-c2ccccc2)[nH]1	1	18	-5	3	6
10	Cc1ccc(-n2ncc3c(NCCCN4CCOCC4)ncnc32)c(C)c1	0	-3	-6	0	-1

item	Apaf-1 inh	SENP8 block-1	NLRP3 yeast inh	SENP8 block-2
1	·	·	·	46*
2	5	6	22	1
3	-9	0	23	13
4	33	7	30	14
5	6	-3	-2	9
6	12	0	10	-2
7	3	-16	2	7
8	-3	2	19	13
9	0	4	-10	-425
10	6	-4	2	11

# (listing goes on)
item	SMILES	SENP1 inh	SENP6 block	PfGluPho inh	SENP7 block	HKDC1 inhibitor
11	C=CCN(C(=O)Cn1ncc2c1-c1cc(C)ccc1OC2)c1ccccc1	-2	-6	-7	4	-2
12	COc1ccc(NC(=O)CSc2nnc3ccc(-c4ccccn4)nn23)cc1	2	-8	-4	0	5
13	CCN(CC(=O)Nc1ccc(NC(C)=O)cc1)C(=O)c1ccccc1SCC(=O)N1CCCC1	2	9	-6	-3	3
14	CN(C)CCNC(=O)COc1ccc(Cl)cc1Cl	-1	-3	11	4	15
15	COc1cccc(CCN2CCC(CNS(=O)(=O)c3cc(-c4cc(C)no4)ccc3C)CC2)c1	0	-1	-4	-1	-3
16	Cc1ccc(-c2ccc(OC(=O)c3ccc(=O)[nH]c3)c(C)c2)cc1	1	17	2	5	-2
17	COc1ccc(OCCNC(=O)c2ccccc2OCC(=O)N2CCCCC2)cc1	0	14	-13	0	7
18	CC1CC(C)CN(c2oc(-c3ccccc3Cl)nc2C#N)C1 (stereo not given)	2	-21	-15	0	-3
19	O=C(COc1cccc2c1CCN(Cc1ccccc1)C2=O)N1CCCCC1	4	-36	7	-1	-2
20	CN(Cc1ccccc1N1CCCC1)C(=O)c1cc2ccccc2o1	1	-11	-9	-6	-2

item	Apaf-1 inh	SENP8 block-1	NLRP3 yeast inh	SENP8 block-2
11	5	-4	28	4
12	2	-2	10	15
13	-7	-2	12	8
14	-2	-2	-4	18
15	6	0	7	14
16	11	-13	16	11
17	-13	0	1	15
18	-12	1	19	-291
19	2	2	-11	19
20	21	-8	23	-8

# Later entries
item	SMILES	SENP1 inh	SENP6 block	PfGluPho inh	SENP7 block	HKDC1 inhibitor
21	CCc1ccc(C(=O)COC(=O)C2CCN(c3ccc(C(F)(F)F)cn3)CC2)cc1	1	-16	10	14	0
22	O=C(NC1CCCCC1)c1sc(=S)n2c1[nH]c(=O)c1ccccc12	0	15	48	-13	20
23	CCCn1c(=O)c(C(=O)Nc2ccccc2C)c(O)c2ccccc21	1	12	4	3	-6
24	Cc1ccc2c(c1)NCC(C(=O)NC1CCCCC1)O2 (stereo not given)	0	7	13	-3	2
25	CCOC(=O)C1CCN(C(c2cc(OC)c(OC)c(OC)c2)c2sc3nc(C)nn3c2O)CC1 (stereo not given)	0	-22	-17	8	1
26	CCOC(=O)c1c(C)c(C(=O)N(C)C2CCCCC2)c(C)n1C	1	1	-10	7	-7
27	Cc1ccc(CNC(=O)C2CC3Cn4c(nc5cc(Cl)c(Cl)cc54)C3N2C)o1 (stereo not given)	-6	-2	7	-6	-5
28	O=C(CSc1nnc(CNC(=O)c2ccc(F)cc2)o1)Nc1ccc2c(c1)OCCO2	2	0	-6	-6	-9
29	Cc1ccc(C(C(=O)Nc2ccc3c(c2)OCO3)N(C)C(=O)Cc2c[nH]c3ccccc23)cc1 (stereo not given)	2	-8	7	-1	3
30	CC(=O)c1ccc(NC(=O)CSc2ccc(-c3ccc(-n4cccn4)cc3)nn2)cc1	0	6	-15	-2	-6

item	Apaf-1 inh	SENP8 block-1	NLRP3 yeast inh	SENP8 block-2
21	24	-6	24	-6
22	6	29	-23	35
23	3	-5	10	-32
24	-1	7	22	7
25	-1	7	16	2
26	-17	-1	0	7
27	-15	5	15	10
28	2	-1	10	-4
29	4	-5	11	9
30	7	20	8	9

# Following part.
item	SMILES	SENP1 inh	SENP6 block	PfGluPho inh	SENP7 block	HKDC1 inhibitor
31	CCCCCCNc1nc(NCc2ccco2)nc(OCC)n1	-3	-1	0	3	3
32	CNC(=O)COc1ncnc2sccc12	-1	·	-12	·	1
33	CN(C)S(=O)(=O)c1ccc(N2CCCC2)c(C(=O)NC(c2ccccc2)c2ccccc2)c1	0	0	-12	6	-4
34	CCc1c(C(=O)OCc2ccccc2)[nH]c(C)c1C	-1	46	44	18	1
35	CC(C)Nc1nc(SCC(=O)Nc2ccccc2)nc(N2CCOCC2)n1	2	5	7	-8	-9
36	O=C(Oc1ccc(Cl)c2cccnc12)c1cccc([N+](=O)[O-])c1	3	-3	8	2	-5
37	Cc1ccc(C)c(NC(=S)NNC(=O)c2csc(C)c2C)c1	2	34	20	22	-13
38	O=C(c1ccc2c(c1)OCCO2)C1CCN(C(=O)Nc2ccc(F)cc2)CC1	-1	6	-5	-9	-1
39	N#Cc1ccc(OCC(=O)NNC(=S)NC(=O)C2CC2)cc1	0	0	-1	1	-5
40	Cc1nc2cc(-c3ccccc3)ccc2o1	1	-56	1	11	-2

item	Apaf-1 inh	SENP8 block-1	NLRP3 yeast inh	SENP8 block-2
31	29	-3	27	18
32	·	·	·	4
33	7	0	0	-5
34	16	-1	-23	1
35	1	7	6	11
36	15	4	-6	21
37	4	24	1	16
38	2	-14	13	3
39	-3	9	15	7
40	13	-17	11	0

# Full records as entered above.
# `CNC(=O)COc1ncnc2sccc12` in the list: SENP1 inh: -1; SENP6 block: ·; PfGluPho inh: -12; SENP7 block: ·; HKDC1 inhibitor: 1; Apaf-1 inh: ·; SENP8 block-1: ·; NLRP3 yeast inh: ·; SENP8 block-2: 4
# `O=C(c1ccc2c(c1)OCCO2)C1CCN(C(=O)Nc2ccc(F)cc2)CC1` in the list: SENP1 inh: -1; SENP6 block: 6; PfGluPho inh: -5; SENP7 block: -9; HKDC1 inhibitor: -1; Apaf-1 inh: 2; SENP8 block-1: -14; NLRP3 yeast inh: 13; SENP8 block-2: 3
# `O=C(Oc1ccc(Cl)c2cccnc12)c1cccc([N+](=O)[O-])c1` in the list: SENP1 inh: 3; SENP6 block: -3; PfGluPho inh: 8; SENP7 block: 2; HKDC1 inhibitor: -5; Apaf-1 inh: 15; SENP8 block-1: 4; NLRP3 yeast inh: -6; SENP8 block-2: 21

# Next compounds follow:
item	SMILES	SENP1 inh	SENP6 block	PfGluPho inh	SENP7 block	HKDC1 inhibitor
41	COCCCNC(=S)N/N=C/c1cccc(OC)c1O	-37	1	-18	-6	-22
42	CCCOc1ccc(C(C)=O)cc1CN1CCOCC1	2	-5	-10	6	-2
43	Cc1cc(C)cc(NC(=O)CCc2ccc(C)o2)c1	0	-3	14	-17	-1
44	C1CCN(c2c3c(nc4nnnn24)CCCC3)CC1	2	-18	-2	-9	-2
45	O=C(COc1ccc(F)cc1Br)Nc1ccccc1N1CCOCC1	-1	-1	-1	6	3
46	COc1ccc(CCN(C)C(=O)CCc2nnc(-c3ccccc3)o2)cc1OC	1	-6	-5	12	0
47	O=C(Nc1ccc(-c2nc3ccc(NC(=O)c4cccs4)cc3[nH]2)cc1)c1cccs1	0	-6	12	-11	12
48	Cc1ccc(S(=O)(=O)N(C)CC(=O)NC2CCCC2)cc1	-1	-34	-10	-4	2
49	CCOC(=O)/C=C/C(=O)OCC(=O)NCc1ccccc1	2	-14	2	0	5
50	CN(CC(=O)Nc1ccc(OC(F)F)cc1)S(=O)(=O)/C=C/c1ccccc1	1	0	11	6	3

item	Apaf-1 inh	SENP8 block-1	NLRP3 yeast inh	SENP8 block-2
41	-13	9	-11	-211
42	-4	3	19	24
43	2	-12	32	6
44	-1	-2	25	15
45	25	-7	11	24
46	7	-3	3	4
47	69*	-1	-1	-96
48	10	2	0	18
49	5	-6	14	16
50	-1	-2	22	10

# Following part.
item	SMILES	SENP1 inh	SENP6 block	PfGluPho inh	SENP7 block	HKDC1 inhibitor
51	c1ccc(-c2noc(CSc3nnnn3-c3ccccc3)n2)cc1	0	-1	23	9	0
52	Cc1ccc2c(c1)-n1c(nc3ccccc3c1=O)C(CC(C)C)NC2=O (stereo not given)	·	-14	·	0	·
53	O=C(COC(=O)c1ccc([N+](=O)[O-])cc1)Nc1ccccc1C(=O)NC1CC1	1	1	-4	7	-7
54	COc1ccccc1CC(=O)N1CCCC1	-2	-11	-3	3	-4
55	O=C(/C=C/c1cn(-c2ccccc2)nc1-c1cccnc1)N1CCCC1	1	·	-14	·	-7
56	COc1ccc(C(CCN2CCCC2)c2c(O)cc(OC)cc2OC)cc1 (stereo not given)	-3	-7	1	0	3
57	CCOC(=O)c1cc(NC(=O)c2ccccc2)c(=O)oc1-c1ccccc1	0	-4	-3	-5	-2
58	CN(C)c1ccc(S(=O)(=O)N2CCCCC2)cc1NC(=O)CN1C(=O)NC(C)(c2ccccc2)C1=O (stereo not given)	-6	-10	2	-2	-4
59	Cc1cccc(C(=O)NC(C)C(=O)NC(c2nc3ccccc3[nH]2)C(C)C)c1 (stereo not given)	0	14	4	5	-5
60	CC1CCN(C(=O)Cn2cc(SCC(=O)NCC3CCCO3)c3ccccc32)CC1 (stereo not given)	-1	20	-4	10	-1
61	O=C(Nc1ccc(Cl)cc1F)c1ccc(COc2c(F)c(F)c(F)c(F)c2F)o1	0	-27	9	3	1

item	Apaf-1 inh	SENP8 block-1	NLRP3 yeast inh	SENP8 block-2
51	5	-6	12	7
52	10	-7	11	·
53	-3	0	2	8
54	-9	3	17	8
55	·	·	·	-8
56	16	4	15	28
57	8	-11	8	8
58	21	-9	15	-1
59	-8	14	-7	2
60	-16	-1	-12	17
61	5	1	13	20

# Entries by screen from the list.
# Nos. 51–61 in PfGluPho inh read 23, ·, -4, -3, -14, 1, -3, 2, 4, -4, 9
# Nos. 51–61 in NLRP3 yeast inh read 12, 11, 2, 17, ·, 15, 8, 15, -7, -12, 13

# Not a hit list. Share with any hit: about 4.1%.
